Lipid storage S3: qHTS Assay for Lipid Storage Modulators in Drosophila S3 Cells | Drosophila S3 cells, BODIPY lipid droplet fluorescence, 18-24 h; cells fed with added oleic acid | hit rate 0.64% among 320,000 | Potency in µM for hits, for the others lipid storage change, negative = inhibition, % at the top dose, mostly 46.1 µM | AID 2685, 2010; active means well fitted inhibition curve with a large enough effect in the signal ratio, with a control signal flat, not every such curve was filed as active; inconclusive means small, poorly fitted or top-dose-only effect, or effect the other way, or a change in a side signal; the % refers to the signal ratio
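Drosophila S3 cells got compounds at several concentrations plus oleic acid (400 uM solution). Laser-scanning cytometry with 488 nm excitation read lipid droplets at 500-530 nm and cells at 575-640 nm. Percent activity was relative to 20 uM Triacsin C.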
Lipid storage S3 cell count max: recorded beside Lipid storage S3, whose call it bears; cell number change, %; measured here: cell count max response;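 cells counted by Cell Tracker Red CMTPX staining in the red channel; peak over a dose series mostly up to 46.1 µM; percent activity relative to internal control wells on each plate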
Active calls of the source: *; i = inactive; ? = inconclusive; . = not tested or not shown. On the % scale 0 is the no-effect control and ±100 the full control effect; potency means the concentration at half of the fitted maximal effect. Only part of the results is shown; count on the stated rates, not on these rows.

SMILES	Lipid storage S3	Lipid storage S3 cell count max
Cc1nc2nc(CSc3nc4ccccc4s3)cc(=O)n2[nH]1	-5%	-4
COc1ccc(-c2cc(-c3ccccc3)nc(Cl)n2)cc1OC	?	.
Cc1ccc(CCN2CC(C(=O)NCCCN3CCN(C)CC3)CC2=O)cc1 (centres undefined)	?	.
COc1cccc([C@@H]2CC=C(C(=O)O)[C@H](c3cccc(Cl)c3)N2S(=O)(=O)c2ccc(C)cc2)c1	?	.
Cc1c(NC(=O)Nc2ccc(C(C)(C)C)cc2)c(=O)n(-c2ccccc2)n1C	3%	8
COc1cc(OC)c(OC)cc1CNC(=O)c1ccc(COc2ccccc2)cc1	?	.
CCc1ccc(N2CC(C(=O)N3CCCCCC3)CC2=O)cc1 (centres undefined)	?	.
Cc1nn(-c2ccccc2)c(=O)c2noc(C)c12	8%	10
C=CCn1c(SCC(=O)NCCc2ccccc2)nnc1C1CC1	?	.
COCc1[nH][nH]c(=O)c1C=Nc1ccc(Oc2ccccc2)cc1	?	.
COc1ccc(NC(=O)Cn2c(=O)oc3ccccc32)cc1	?	.
CCOC(=O)c1cccc(NC(=O)CCS(=O)(=O)c2cccs2)c1	?	.
Cc1cccc(OC(C)C(=O)OCC(=O)Nc2sccc2C(N)=O)c1 (centres undefined)	?	.
O=C(O)c1cccnc1Sc1ncnc2sc3c(c12)CCC3	1%	11
Cc1cccc(C(=O)Oc2cccc3c(O)cccc23)c1	?	.
COc1ccc(CCNC(=O)C(CCC(N)=O)NS(=O)(=O)c2ccc(Cl)cc2)cc1OC (centres undefined)	3%	6
COc1ccc(Cl)cc1C(=O)Nn1c(-c2cccs2)nc2ccccc2c1=O	18%	8
COC(=O)C(Cc1c[nH]c2ccccc12)NC(=O)C(C)C (centres undefined)	7%	0
O=C(NCCOC(=O)c1ccccc1C(=O)OCCNC(=O)c1cccnc1)c1cccnc1	?	.
COc1cccc2cc(-c3nnc(SCC(=O)NCCc4ccccc4)n3C)oc12	i	19
CCn1cc(CN2N=C(C)CC2c2ccccc2)c(C)n1 (centres undefined)	?	.
NC(=O)[C@@H]1CCOc2c(F)cc([N+](=O)[O-])cc2C(=O)N[C@@H](CO)C(=O)NCC(=O)N1	-6%	15
CCCCc1nc2ccccc2n1CC(=O)NN	-12%	15
CCOC(=O)c1c(NC(=O)CN2CCOCC2)sc2c1CC(C)(C)OC2	?	.
CCCCCC(=O)Nc1ccc(-c2csc(N)n2)cc1	8%	-11

A different layout for five compounds above:
Order of values – Lipid storage S3 | Lipid storage S3 cell count max
- O=C(NCCOC(=O)c1ccccc1C(=O)OCCNC(=O)c1cccnc1)c1cccnc1
  ? | .
- COc1cccc2cc(-c3nnc(SCC(=O)NCCc4ccccc4)n3C)oc12
  i | 19
- CCn1cc(CN2N=C(C)CC2c2ccccc2)c(C)n1 (centres undefined)
  ? | .
- NC(=O)[C@@H]1CCOc2c(F)cc([N+](=O)[O-])cc2C(=O)N[C@@H](CO)C(=O)NCC(=O)N1
  -6% | 15
- CCCCc1nc2ccccc2n1CC(=O)NN
  -12% | 15

(next part)
SMILES	Lipid storage S3	Lipid storage S3 cell count max
Cc1c(-n2c(SCC(N)=O)nc3ccccc3c2=O)c(=O)n(-c2ccccc2)n1C	?	.
CNc1ccc(/C=C2\COc3ccccc3C2=O)cc1[N+](=O)[O-]	-8%	-5
CCOc1ccc(NC(=O)C2CCCN(c3nn4c(=O)cc(C)nc4s3)C2)cc1 (centres undefined)	?	.
Cc1nnc2sc(-c3ccccn3)nn12	-6%	0
O=C(OCc1ccc([N+](=O)[O-])cc1)c1cc([N+](=O)[O-])ccc1N1CCOCC1	i	-21
COc1ccc(-c2c3c(=O)n(C)c(=O)n(C)c3cn2-c2ccccc2O)cc1	-4%	10
COc1ccc(/C=C(/C#N)C(=O)Nc2cccc([N+](=O)[O-])c2)cc1C(=O)O	?	.
O=C(Nc1cccc(Cl)c1)N1CCN2C(=O)c3ccccc3C12c1ccccc1 (centres undefined)	-17%	3
CC(=O)N1[C@H](C)C=C[C@]1(Cc1ccccc1)C(=O)NCCc1c[nH]c2ccccc12	i	-3
CC1CCC(C(C)C)C(OC(=O)C[n+]2cccc(C(N)=O)c2)C1 (centres undefined)	-14%	.
NC(=O)c1ccccc1NC(=O)COc1ccc(Cl)cc1	?	.
Cc1ccc(N2C(=O)N(CC(=O)Nc3ccc(C)cc3[N+](=O)[O-])C(=O)C2C)cc1 (centres undefined)	?	.
CCOc1ccccc1N1CN(C2CCCCC2)CNC1=S	-9%	18
O=c1cc(CN2CCN(Cc3ccc(F)cc3)C(CCO)C2)[nH]c2ccccc12 (centres undefined)	?	.
CN1CCN(C(=O)c2cc3ccccc3[nH]2)CC1	?	.
CCCCc1ccc(NC(=O)N[C@@H](C)C(=O)O)cc1	?	.
C/C(=N\NC(=O)c1ccc(C(=O)N/N=C(\C)c2ccco2)o1)c1ccco1	-13%	5
Cc1cc(=O)[nH]c(N/N=C2/CCCC/C2=C\c2ccccc2)n1	-5%	0
CC(C)(C)C1CCC(OCC(O)CN2CCN(c3ccccc3)CC2)CC1 (centres undefined)	?	.
Cc1nc(N2CCC(C)CC2)c2c(C)c(C(=O)O)sc2n1	i	.
Cc1cc(C)nc(SCc2nnc(SCC(=O)NCc3ccco3)n2-c2ccccc2)n1	?	.
O=c1[nH]c(CSc2ccccn2)nc2ccccc12	2%	-6
COc1cccc2cc(C(=O)NCCc3ccccc3)oc12	?	.
C/C(=N\Nc1ccc([N+](=O)[O-])cc1[N+](=O)[O-])c1cccnc1	?	.
CC(C)c1cc(C(=O)N/N=C/c2ccoc2)c(O)c(C(C)C)c1	?	.
Next entries follow.
SMILES	Lipid storage S3	Lipid storage S3 cell count max
CC(C)C[C@H](NC(=O)OC(C)(C)C)C(=O)N1CCC(C(=O)O)CC1	2%	8
CCOc1cccc(C2/C(=C(/O)c3ccc4c(c3)CC(C)O4)C(=O)C(=O)N2CCN2CCOCC2)c1 (centres undefined)	?	.
Cc1ccc(NC(=S)N2CCC(c3ccc(C)cc3)C2)cc1 (centres undefined)	5%	9
COc1cc2c(cc1NC(=O)Nc1cccc(C)c1)oc1ccccc12	?	.
COC(=O)c1ccc(-n2c(C)cc(/C=N/Nc3nc(C)cc(=O)[nH]3)c2C)cc1	0%	.
CC(C)(C)C(=O)C(Cc1ccccc1Cl)n1cncn1 (centres undefined)	i	.
O=C(c1cc(N2C(=O)C3C4CCC(C4)C3C2=O)ccc1Cl)N1CCN(c2ccc(F)cc2)CC1 (centres undefined)	21%	-3
CSc1ccccc1NC(=O)c1ccoc1C	?	.
COC(=O)c1cc(S(=O)(=O)NCC2CCN(Cc3ccc(Cl)cc3)CC2)cn1C	-17%	.
Cc1ccccc1N1CCN(C2CCCN(C(=O)c3noc4c3CCCC4)C2)CC1 (centres undefined)	i	10
COC(=O)CNc1nc(C2CC2)nc2c1nnn2Cc1ccccc1Cl	-17%	-12
O=C(CNC(=O)c1ccco1)OCN1C(=O)c2ccccc2C1=O	?	.
COc1ccccc1C(=O)C1CCCN(Cc2ccc3c(c2)OCCO3)C1 (centres undefined)	?	.
COc1ccc2c(ccc[n+]2CC(=O)c2ccc(C)cc2)c1	i	18
O=C(Cc1c[nH]c2ccccc12)NCc1ccc(Cl)cc1Cl	?	.
COc1ccc(-n2c(C)nnc2SCC(=O)Nc2ccccc2F)cc1	?	.
CN(C(=O)CSc1nc(N)c2c3c(sc2n1)CSC(C)(C)C3)c1ccccc1	?	.
CCOC(=O)Cc1nc2nc(C)cc(C)n2n1	-11%	20
COc1cccc(NC(=O)Cc2c(O)c3ccccc3[nH]c2=O)c1	59%	-1
Clc1ccccc1OCc1nc(-c2ccncc2)no1	?	.
CC1CCN(C(=O)CCc2nc3cc(S(=O)(=O)N(C)C)ccc3n2C)CC1	?	.
CC(OC(=O)c1cccs1)C(=O)NCCc1ccccc1 (centres undefined)	i	13
COCC1=C(C(=O)OC)C(c2ccco2)n2ncnc2N1 (centres undefined)	-7%	4
COCC1CCN(Cc2cn[nH]c2-c2ccc(OC)c(F)c2)C1 (centres undefined)	3%	9
O=C(NN1CCOCC1)c1cc(-c2ccc(Br)cc2)nc2ccccc12	?	.

Three of the compounds above, field by field:
COCC1CCN(Cc2cn[nH]c2-c2ccc(OC)c(F)c2)C1 (centres undefined)
  Lipid storage S3 = 3%
  Lipid storage S3 cell count max = 9

CCOC(=O)c1c(NC(=O)CN2CCOCC2)sc2c1CC(C)(C)OC2
  Lipid storage S3 = ?
  Lipid storage S3 cell count max = .

CSc1ccccc1NC(=O)c1ccoc1C
  Lipid storage S3 = ?
  Lipid storage S3 cell count max = .

Fetched by structure from above:
SMILES	Lipid storage S3	Lipid storage S3 cell count max
Clc1ccccc1OCc1nc(-c2ccncc2)no1	?	.
CC(C)(C)C(=O)C(Cc1ccccc1Cl)n1cncn1 (centres undefined)	i	.
COc1ccc(-n2c(C)nnc2SCC(=O)Nc2ccccc2F)cc1	?	.

Carrying on.
SMILES	Lipid storage S3	Lipid storage S3 cell count max
CCc1ccccc1NC(=O)CCCN1C(=O)c2cccnc2C1=O	13%	14
COc1ccc(C2CC(=O)c3cnc(NC(=O)c4cc(OC)cc(OC)c4)nc3C2)cc1 (centres undefined)	?	.
O=C(c1cc(=O)[nH]c2ccccc12)N1CCN(c2cccc(C(F)(F)F)c2)CC1	?	.
COc1ccc(-c2noc(CN(C(=O)c3c(-c4ccccc4Cl)noc3C)C(C)C)n2)cc1	?	.
O=C(CN(Cc1ccc(Br)cc1)S(=O)(=O)c1ccccc1)NCc1cccnc1	?	.
NC(=O)c1ccc(NC(=O)CCCN2C(=O)NC3(CCCC3)C2=O)cc1	?	.
Cc1cc(C)cc(NC(=O)C2C3C=CC4(O3)C2C(=O)N(CCCN(C)C)C4C(=O)NC2CCCC(C)C2C)c1 (centres undefined)	i	17
Cc1ccccc1OCCCC(=O)Nc1ccccc1C(F)(F)F	7%	.
COc1ccc(-n2c(SCC(=O)Nc3ccc(C(=O)O)cc3)nnc2-c2ccccc2)cc1OC	?	.
CC1CN(C(=O)CCC(=O)NCCCc2ccccc2)c2ccccc2O1 (centres undefined)	4%	-7
COc1cc(OC)c(C(=S)N2CCCC2)cc1OC	?	.
O=C(CCC1COc2ccccc2O1)NC1CCCCC1 (centres undefined)	?	.
O=C(c1cc2ccccc2o1)N1CCOCC1	?	.
COc1ccc(CNC(=O)CCc2nnc3ccc(NCCCN4CCCC4=O)nn23)cc1	?	.
CC(=O)Nc1ccc(NC(=O)COc2ccc([N+](=O)[O-])cc2)cc1	?	.
Cc1nc(NC(=S)NC(=O)c2cccs2)sc1C(=O)N(C)C	?	.
O=C(CN1C(=O)COCC1=O)N1CCOCC1	9%	9
CSc1cccc(CN2CCC(CO)(Cc3cccc(C(F)(F)F)c3)CC2)c1	?	.
CN1CCN(C(=O)c2cnn3c(C(F)(F)F)cc(-c4ccc5c(c4)OCO5)nc23)CC1	i	-9
Cc1ccc(OCC(=O)OCC(=O)Nc2sccc2C(N)=O)cc1C	4%	-4
O=C(Nc1ccccc1)Nc1nnc(Cc2ccc(F)cc2)s1	0.1µM*	14*
Cc1c(NC(=O)CSc2ncn[nH]2)c(=O)n(-c2ccccc2)n1C	?	.
CCOC(=O)CCc1c(C)c2ccc3c(c2oc1=O)CN(CCCO)CO3	8%	11
O=C(NCc1ccncc1)C(=O)Nc1nc(C23CC4CC(CC(C4)C2)C3)cs1	?	.
CCn1cc(C(=O)NC(=S)Nc2sc3c(c2C(=O)OC)CCCCCC3)cn1	6%	-1
Later entries
SMILES	Lipid storage S3	Lipid storage S3 cell count max
COCCNC(=O)CN(C)S(=O)(=O)c1ccc(Br)cc1	?	.
CCN(CC)Cc1c(O)ccc2occ(C(=O)c3ccccc3)c12	i	1
Cc1ccc(C)c(-c2csc(NC(=O)C3=COCCO3)n2)c1	?	.
CC1CCN(C(=O)CSCC(=O)O)CC1	2%	2
CC1CCN(S(=O)(=O)c2cc3c4c(c2)CCN4C(=O)CC3)CC1	?	.
Cc1ccnc(SCC(=O)N2CCC(C(N)=O)CC2)n1	5%	6
COc1cc(NC(=O)CN(C)Cc2cccc(F)c2)c(C)cc1[N+](=O)[O-]	?	.
Fc1ccccc1N1CCN(C(c2ccncc2)c2nnnn2C2CCCC2)CC1 (centres undefined)	?	.
COc1ccc(C(=O)Nc2sc3c(c2C(=O)NCc2ccco2)CCCC3)cc1OC	?	.
FC(F)(F)c1cccc(CN2CCCCCC2)c1	?	.
O=C(CCC(=O)N1CCN(S(=O)(=O)c2cccc(F)c2)CC1)c1cccs1	?	.
CCOC(=O)c1sc(NC(=O)c2c(CC)noc2C)nc1C	i	13
COc1ccc(NS(=O)(=O)c2ccc(OCC(=O)N3CCOCC3)cc2)cc1Cl	-27%	17
COc1ccc(NC(=S)N2CCN(S(=O)(=O)c3ccc(F)cc3)CC2)cc1OC	?	.
O=C(NC1CC2CCCC(C1)N2S(=O)(=O)c1ccccc1)C1CCCCC1 (centres undefined)	-7%	-1
N#CC1=C(N)OC2=C(C(=O)CCC2)C1c1ccoc1 (centres undefined)	9%	11
CN(C1CCCCC1)S(=O)(=O)c1ccc(C(=O)N2CCN(c3nc4ccccc4s3)CC2)cc1	5%	-3
CC(C)Oc1cc(N)c(Cl)cc1Cl	?	.
NC(=O)c1cc([N+](=O)[O-])ccc1NCc1cccc(N)c1	?	.

Sorted by the number under Lipid storage S3 (ascending): 5 of the compounds above.
SMILES	Lipid storage S3	Lipid storage S3 cell count max
COc1ccc(NS(=O)(=O)c2ccc(OCC(=O)N3CCOCC3)cc2)cc1Cl	-27%	17
O=C(NC1CC2CCCC(C1)N2S(=O)(=O)c1ccccc1)C1CCCCC1 (centres undefined)	-7%	-1
CC1CCN(C(=O)CSCC(=O)O)CC1	2%	2
Cc1ccnc(SCC(=O)N2CCC(C(N)=O)CC2)n1	5%	6
N#CC1=C(N)OC2=C(C(=O)CCC2)C1c1ccoc1 (centres undefined)	9%	11

Compound activity from PubChem BioAssay.
